From PubChem BioAssay
Growth percent in the NCI-60 one-dose screen (48 h, 10 µM unless noted): 100 = growth as untreated, 0 = no growth, -100 = all killed.
TK-10 = TK-10 renal cancer cells; actives 3.9% (n = 81,000); AID 1794769
ACHN = ACHN renal cancer; AID 1794771; actives 4.9% (n = 81,000)
UO-31 = UO-31 renal cancer; actives 5.2% (n = 81,000)
SN12C = SN12C renal cancer cells; actives 3.8% (n = 81,000); AID 1794767
CAKI-1 = CAKI-1 renal cancer. actives 4.7% (n = 75,000)
786-0 = 786-0 renal cancer cells | actives 5.1% (n = 81,000)
A498 = A498 renal cancer cells; actives 5.4% (n = 76,000)
U251 = U251 CNS tumor cells; actives 5.4% (n = 80,000)
RXF 393 = RXF 393 renal cancer cells. actives 6.9% (n = 77,000). AID 1794773
An asterisk follows results filed as active; & = joins results of further samples; [ ] = remark or other dose. Rule for the calls: active = growth percent below 10; inactive = the rest.

How did O=C(O)c1cn(C2CC2)c2cc(N3CCN(C(=O)N/N=C/c4ccco4)CC3)c(F)cc2c1=O do in these assays?
TK-10: 97; ACHN: 101; UO-31: 78; SN12C: 90; CAKI-1: 106; 786-0: 99; A498: 108; U251: 105; RXF 393: 118

How did O=C1[C@H]2Cc3c([nH]c4ccccc34)[C@H](c3ccc(Br)cc3)N2C(=O)CN1C1CCN(Cc2c(Cl)cccc2Cl)CC1 do in these assays?
TK-10: 138; ACHN: 89; UO-31: 82; SN12C: 86; CAKI-1: 83; 786-0: 101; A498: 74; U251: 91; RXF 393: 70

Results for Clc1cccc(Cc2cn3cc(-c4ccc(Br)cc4)nc3s2)c1Cl ?
TK-10: 100&100; ACHN: 70&81; UO-31: 93&111; SN12C: 73&91; CAKI-1: 74&95; 786-0: 96&101; A498: 89&109; U251: 55&73; RXF 393: 118&96

How did CC1=NNC(=O)C1C (stereo not drawn) do in these assays?
TK-10: 377; ACHN: 103; UO-31: 88; SN12C: 96; CAKI-1: 82; 786-0: 103; A498: 89; U251: 105; RXF 393: 90

Results for CCOc1ccccc1/C=N/N=C(N)N ?
TK-10: 131; ACHN: 104; UO-31: 86; SN12C: 96; CAKI-1: 96; 786-0: 105; A498: 69; U251: 94; RXF 393: 104

Results for CCC1CCc2nc3sc(C(=O)Nc4cccc(C)c4)c(N)c3cc2C1 (stereo not drawn) ?
TK-10: 78; ACHN: 87; UO-31: 84; SN12C: 91; CAKI-1: 78; 786-0: 95; A498: 45; U251: 67; RXF 393: 84

Results for COc1ccc(C(=O)/C=C/c2ccc(C)cc2)cc1S(=O)(=O)Nc1c(N)nc(SC)[nH]c1=O ?
TK-10: 96; ACHN: 104; UO-31: 83; SN12C: 86; CAKI-1: 101; 786-0: 22; A498: 86; U251: 49; RXF 393: 106

What do the screens show for `Cc1coc(NS(=O)(=O)c2ccc(N=Nc3c(N)nc(N)nc3N)cc2)c1C`?
TK-10: 106; ACHN: 101; UO-31: 77; SN12C: 96; CAKI-1: 97; 786-0: 101; A498: 96; U251: 100; RXF 393: 121

What do the screens show for `COC(=O)c1ccc2c(c1)nc(-c1cc3ccccc3[nH]c1=O)n2-c1cc(C(C)(C)C)[nH]n1`?
TK-10: 113; ACHN: 79; UO-31: 29; SN12C: 57; CAKI-1: 68; 786-0: 33; A498: 60; U251: 40; RXF 393: 90

Results for Nc1ccccc1-c1cc2c(c3c1[nH]c1ccccc13)CCCCCC2 ?
TK-10: 112; ACHN: 107; UO-31: 103; SN12C: 95; CAKI-1: 114; 786-0: 92; A498: 106; U251: 103; RXF 393: 103

How did CC(=O)[C@H]1CCC(=O)[C@]23CC(=O)[C@@H]4CC=CC[C@]4(C)[C@H]2CC[C@]13C do in these assays?
TK-10: 90; ACHN: 108; UO-31: 91; SN12C: 96; 786-0: 91; A498: 87; U251: 93; RXF 393: 115

How did COP(=O)(OC)/C(=N\NS(=O)(=O)c1ccc(C)cc1)c1ccccc1 do in these assays?
TK-10: 88; ACHN: 101; UO-31: 93; SN12C: 105; CAKI-1: 62; 786-0: 95; A498: 92; U251: 105; RXF 393: 77

How did CC1=C(C)C(=O)C(N2CCN(C(C)C)CC2)=CC1=O do in these assays?
TK-10: 113; ACHN: 102; UO-31: 84; SN12C: 104; CAKI-1: 90; 786-0: 109; A498: 97; U251: 106; RXF 393: 134

Results for COc1ccc(-c2nc3sccn3c2/C=C2\C(=O)Nc3ccccc32)cc1O ?
TK-10: 121; ACHN: 96; UO-31: 70; SN12C: 117; CAKI-1: 81; 786-0: 94; A498: 88; U251: 93; RXF 393: 85

Results for S=C(NCc1cccnc1)Nc1ccc(Cl)c(Cl)c1 ?
TK-10: 103; ACHN: 102; UO-31: 84; SN12C: 99; CAKI-1: 106; 786-0: 101; A498: 63

What do the screens show for `N#C/C(=C\c1ccc(-c2ccccc2Cl)o1)c1ccccc1`?
TK-10: 171; ACHN: 93; UO-31: 58; SN12C: 96; CAKI-1: 77; 786-0: 98; A498: 88; U251: 87; RXF 393: 94

How did Cc1cc(Cl)ccc1Nc1nc(C(F)(F)F)ccc1C(=O)N/N=C/c1c(Cl)cccc1Cl do in these assays?
ACHN: -8.5*; UO-31: 4.2*; SN12C: 6.5*; CAKI-1: -23*; 786-0: -63*; A498: -61*; U251: -1.7*

What do the screens show for `CN1C(=C=Cc2cc(I)c(O)c(I)c2)C(C)(C)c2ccccc21`?
TK-10: 89; ACHN: 102; UO-31: 89; SN12C: 94; CAKI-1: 83; 786-0: 110; A498: 94; U251: 100; RXF 393: 99

What do the screens show for `COc1cc(-c2cn(-c3ccc(-n4cc(-c5cc(OC)c(OC)c(OC)c5)[nH]c4=O)cc3)c(=O)[nH]2)cc(OC)c1OC`?
TK-10: 113; ACHN: 92; UO-31: 105; SN12C: 104; CAKI-1: 88; 786-0: 108; A498: 95; U251: 95; RXF 393: 122

How did COc1cc(OC)nc(NS(=O)(=O)c2ccc(NC(=O)c3ccc4ccccc4n3)cc2)n1 do in these assays?
TK-10: 113; ACHN: 88; UO-31: 89; SN12C: 101; CAKI-1: 78; 786-0: 110; A498: 131; U251: 101

What do the screens show for `COc1ccccc1NCCCO`?
TK-10: 98; ACHN: 97; UO-31: 88; SN12C: 89; CAKI-1: 98; 786-0: 105; A498: 97; U251: 99; RXF 393: 138

What do the screens show for `Cn1cc(-c2nc3ccccc3n2C)c2cccnc21`?
TK-10: 116; ACHN: 105; UO-31: 92; SN12C: 99; CAKI-1: 100; 786-0: 101; A498: 116; U251: 98; RXF 393: 121

Results for O=S(Cc1cc2c(cc1Br)OCO2)c1ccccc1 (stereo not drawn) ?
TK-10: 100; ACHN: 106; UO-31: 97; SN12C: 102; CAKI-1: 101; 786-0: 97; A498: 100; U251: 102; RXF 393: 110

How did COc1ccc(S(=O)(=O)NCCCNc2nccc(-c3[nH]c(-c4ccccc4)nc3-c3ccc(F)c(O)c3)n2)cc1 do in these assays?
TK-10: 140; ACHN: 98; UO-31: 118; SN12C: 113; CAKI-1: 104; 786-0: 111; A498: 125; U251: 117; RXF 393: 136

Results for CC1(C)OC2C(CO)OC(n3cnc4c(=S)nc(N)[nH]c43)C2O1 (stereo not drawn) ?
TK-10: 107; ACHN: 95; UO-31: 83; SN12C: 104; CAKI-1: 85; 786-0: 103; A498: 92; U251: 102; RXF 393: 115

Results for COc1cc(C2C(C#N)=C(N)N(c3ccc(F)cc3F)C3=C2C(=O)CC(C)(C)C3)cc(Br)c1O (stereo not drawn) ?
TK-10: 82; ACHN: 97; UO-31: 59; SN12C: 98; CAKI-1: 90; 786-0: 93; A498: 85; U251: 91; RXF 393: 96

Results for Cc1ccc([N+](=O)[O-])c(O)c1 ?
TK-10: 96; ACHN: 107; UO-31: 85; SN12C: 97; CAKI-1: 100; 786-0: 114; A498: 108; U251: 102; RXF 393: 116

How did N#Cc1cccc(C2C3=C(COC3=O)N(CCO)c3cc4c(cc32)OCO4)c1 (stereo not drawn) do in these assays?
TK-10: 50; ACHN: 39; UO-31: 43; SN12C: 44; CAKI-1: 30; 786-0: 25; A498: 12; U251: 22; RXF 393: 42

How did N#C/C(=C\c1ccc([N+](=O)[O-])cc1)c1ccccc1 do in these assays?
TK-10: 95; ACHN: 101; UO-31: 72; SN12C: 93; CAKI-1: 94; 786-0: 87; A498: 94; U251: 77; RXF 393: 96

How did COc1cccc(-c2nn(-c3ccccc3)cc2-c2ccnc(-c3cccnc3)c2)c1 do in these assays?
TK-10: 104; ACHN: 93; UO-31: 62; SN12C: 101; CAKI-1: 102; 786-0: 98; A498: 99; U251: 104; RXF 393: 107

8 compounds already listed, sorted by molar mass, ascending:
How did N#C/C(=C\c1ccc([N+](=O)[O-])cc1)c1ccccc1 do in these assays?
TK-10: 95; ACHN: 101; UO-31: 72; SN12C: 93; CAKI-1: 94; 786-0: 87; A498: 94; U251: 77; RXF 393: 96

What do the screens show for `N#C/C(=C\c1ccc(-c2ccccc2Cl)o1)c1ccccc1`?
TK-10: 171; ACHN: 93; UO-31: 58; SN12C: 96; CAKI-1: 77; 786-0: 98; A498: 88; U251: 87; RXF 393: 94

Results for CC1(C)OC2C(CO)OC(n3cnc4c(=S)nc(N)[nH]c43)C2O1 (stereo not drawn) ?
TK-10: 107; ACHN: 95; UO-31: 83; SN12C: 104; CAKI-1: 85; 786-0: 103; A498: 92; U251: 102; RXF 393: 115

How did N#Cc1cccc(C2C3=C(COC3=O)N(CCO)c3cc4c(cc32)OCO4)c1 (stereo not drawn) do in these assays?
TK-10: 50; ACHN: 39; UO-31: 43; SN12C: 44; CAKI-1: 30; 786-0: 25; A498: 12; U251: 22; RXF 393: 42

How did COc1cc(OC)nc(NS(=O)(=O)c2ccc(NC(=O)c3ccc4ccccc4n3)cc2)n1 do in these assays?
TK-10: 113; ACHN: 88; UO-31: 89; SN12C: 101; CAKI-1: 78; 786-0: 110; A498: 131; U251: 101

How did Cc1cc(Cl)ccc1Nc1nc(C(F)(F)F)ccc1C(=O)N/N=C/c1c(Cl)cccc1Cl do in these assays?
ACHN: -8.5*; UO-31: 4.2*; SN12C: 6.5*; CAKI-1: -23*; 786-0: -63*; A498: -61*; U251: -1.7*

Results for COc1cc(C2C(C#N)=C(N)N(c3ccc(F)cc3F)C3=C2C(=O)CC(C)(C)C3)cc(Br)c1O (stereo not drawn) ?
TK-10: 82; ACHN: 97; UO-31: 59; SN12C: 98; CAKI-1: 90; 786-0: 93; A498: 85; U251: 91; RXF 393: 96

What do the screens show for `COc1cc(-c2cn(-c3ccc(-n4cc(-c5cc(OC)c(OC)c(OC)c5)[nH]c4=O)cc3)c(=O)[nH]2)cc(OC)c1OC`?
TK-10: 113; ACHN: 92; UO-31: 105; SN12C: 104; CAKI-1: 88; 786-0: 108; A498: 95; U251: 95; RXF 393: 122

(cont.)
What do the screens show for `CN1CCN(c2nc(NCCCCNc3ccnc4cc(Cl)ccc34)c3ccccc3n2)CC1`?
TK-10: 73; ACHN: 74; UO-31: 46; SN12C: 80; 786-0: 75; A498: 71; U251: 2.5*; RXF 393: 9.3*

How did COc1cc(O)c(C(C)=O)c2c1C=CC(C)(C)O2 do in these assays?
TK-10: 109; ACHN: 100; UO-31: 80; SN12C: 100; CAKI-1: 100; 786-0: 112; A498: 86; U251: 104; RXF 393: 110

How did O=c1c2cc(F)ccc2sc2c(Nc3ccccc3)nc3ccccc3c12 do in these assays?
TK-10: 100; ACHN: 97; UO-31: 90; SN12C: 98; CAKI-1: 86; 786-0: 94; A498: 70; U251: 99; RXF 393: 104

Results for COP(=O)(OC)c1nnn(-c2ccc([N+](=O)[O-])cc2)c1C ?
TK-10: 102; ACHN: 111; UO-31: 86; SN12C: 100; CAKI-1: 95; 786-0: 101; A498: 107; U251: 99; RXF 393: 117

What do the screens show for `COc1cc(C2CCN(Cc3ccccc3)CCO2)cc(OC)c1OC` (stereo not drawn)?
TK-10: 101; ACHN: 96; UO-31: 87; SN12C: 104; CAKI-1: 95; 786-0: 101; A498: 98; U251: 98; RXF 393: 110

Results for Cc1nn(-c2ccccc2)c(N(C)Cc2ccccc2)c1C1CC(c2ccc(Cl)cc2)=NN1C=O (stereo not drawn) ?
TK-10: 85; ACHN: 78; UO-31: 55; SN12C: 65; 786-0: 78; A498: 65; U251: 68; RXF 393: 75

What do the screens show for `CC(=O)CSc1nc(-c2cc3ccccc3o2)cc(-c2ccc(Cl)cc2)c1C#N`?
TK-10: 137; ACHN: 90; UO-31: 75; SN12C: 89; 786-0: 104; A498: 114; U251: 105; RXF 393: 133

How did C#CCOc1ccc2ncnc(N3CCN(C(=O)CCl)CC3)c2c1 do in these assays?
TK-10: 99[8.25 µM]; ACHN: -55*[8.25 µM]; UO-31: 76[8.25 µM]; SN12C: 41[8.25 µM]; CAKI-1: 109[8.25 µM]; 786-0: 95[8.25 µM]; A498: 110[8.25 µM]; U251: 91[8.25 µM]; RXF 393: 87[8.25 µM]

Results for Clc1ccc(Nc2nccc(Nc3ccc4[nH]ncc4c3)n2)cc1 ?
TK-10: 62; ACHN: 47; UO-31: 17; SN12C: 52; CAKI-1: 52; 786-0: 57; A498: 39; U251: 59; RXF 393: 35

What do the screens show for `O=C1/C(=C/c2ccc([N+](=O)[O-])cc2)SC(=Nc2ccccc2)N1Nc1ccccc1`?
TK-10: 89; ACHN: 53; UO-31: 37; SN12C: 30; CAKI-1: 39; 786-0: 66; A498: 28; U251: 44; RXF 393: 59

Results for CC(=O)c1ccc2c3c(ccc([N+](=O)[O-])c13)CC2 ?
TK-10: 111; ACHN: 101; UO-31: 96; SN12C: 111; CAKI-1: 93; 786-0: 102; A498: 92; U251: 91; RXF 393: 177

What do the screens show for `NC1=NC(c2ccc3ccccc3c2)c2sc3ccc(Cl)cc3c2N1` (stereo not drawn)?
TK-10: 125; ACHN: 93; UO-31: 70; SN12C: 100; CAKI-1: 74; 786-0: 100; A498: 95; U251: 99; RXF 393: 112
